# p47phox inh: p47phox/p22phox peptide binding inhibitors, primary screen, biochemical, uHTS, NADPH oxidase regulatory subunit. 220,000 tested, 0.53% active. AID 1274, 2008. fluorescence polarization, 2 h. inhibition, % at 24.7 µM;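 active = inhibition above about 30%, limit read from the data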;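 also: 0% = p47phox with labelled peptide and 100% = labelled peptide alone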
# Target sequence (P14598 whole entry, looked up): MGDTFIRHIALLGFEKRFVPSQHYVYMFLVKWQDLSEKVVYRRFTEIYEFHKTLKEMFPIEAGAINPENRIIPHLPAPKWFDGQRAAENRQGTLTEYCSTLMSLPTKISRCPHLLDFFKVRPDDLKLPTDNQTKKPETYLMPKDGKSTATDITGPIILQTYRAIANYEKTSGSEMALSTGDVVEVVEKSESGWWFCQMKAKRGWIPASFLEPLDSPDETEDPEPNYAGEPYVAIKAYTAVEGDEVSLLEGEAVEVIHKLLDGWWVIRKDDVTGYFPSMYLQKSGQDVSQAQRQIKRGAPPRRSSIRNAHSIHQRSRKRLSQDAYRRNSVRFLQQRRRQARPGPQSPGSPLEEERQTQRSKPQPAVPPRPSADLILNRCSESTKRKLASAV
# EBV gp42 block: Epstein-Barr virus gp42 inhibitors, primary screen, biochemical, uHTS, fluorescence polarization | Glycoprotein 42 (Epstein-Barr virus (strain AG876)), Q1HVG2 | Fluorescence polarization binding assay, mP read-out | inhibition, % (tested at 21.74 µM) | 220,000 tested, 0.42% active; in the data active = inhibition above about 50%
# 14-3-3 Bad PPI: inhibitors of 14-3-3 zeta/Bad binding, primary screen, biochemical, TR-FRET, bovine 14-3-3 zeta; 14-3-3 protein zeta/delta (Bos taurus), P63103; 220,000 tested, 0.71% active; TR-FRET 14-3-3zeta/Dy647-pBad peptide displacement, 1 h; inhibition, % at 21.7 µM;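 active = inhibition above about 70%, limit read from the data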;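 also: 0% = full 14-3-3 plus peptide FRET controls and 100% = background without 14-3-3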
# L929 necroptosis: inhibitors of zVAD-triggered necroptosis, primary screen, L929 cells | viability rescue, % at 10 µM | L929 zVAD necroptosis rescue, ATP luminescence, 24 h; with zVAD 60 µM | 220,000 tested, 0.38% active;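 active = activation, scaled between plate controls, above about 75%, limit read from the data; inactive = activation under that limit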;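 also: 0% = zVAD with DMSO and 100% = DMSO alone without zVAD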
# Runt-SMMHC FRET: inhibitors of RUNX1 Runt–CBFb-SMMHC binding, primary screen, biochemical, FRET, Cerulean-Runt, Venus-CBFb-SMMHC, uHTS | Runt-related transcription factor 1 (Homo sapiens) + Core-binding factor subunit beta … | Cerulean-Runt/Venus-CBFb-SMMHC FRET ratio 530/480, 1 h | inhibition, % at 20 µM | 220,000 tested, 0.74% active | AID 1434, 2008;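 active = mean inhibition across duplicate retests at 20 µM reaching about 50%, limit read from the data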;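 also: 0% = DMSO wells and 100% = wells with excess untagged CBFb-SMMHC; inhibitors lower the FRET ratio by blocking Runt binding to CBFb-SMMHC; some results filed as inactive read as strong as hits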
# Mdm2 ligase inh: MDM2-luciferase reporter signal enhancers, primary screen, MDM2 E3 ligase inhibitor project, cell-based, luminescence, 1536-well; cell-based MDM2 ubiquitination luciferase reporter, 2 h; 0 = plate control, 100 = twice control, blank-subtracted; signal enhancement, % at 5 µM; 210,000 tested, 0.11% active; AID 1230, 2008;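 active = signal enhancement of 30% or more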;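 also: luminescence tracks abundance of the self-degrading MDM2-luciferase fusion protein; higher signal means inhibition of MDM2 E3 ligase activity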
# Target sequence (Q00987 whole entry, looked up, the tested form may be a part): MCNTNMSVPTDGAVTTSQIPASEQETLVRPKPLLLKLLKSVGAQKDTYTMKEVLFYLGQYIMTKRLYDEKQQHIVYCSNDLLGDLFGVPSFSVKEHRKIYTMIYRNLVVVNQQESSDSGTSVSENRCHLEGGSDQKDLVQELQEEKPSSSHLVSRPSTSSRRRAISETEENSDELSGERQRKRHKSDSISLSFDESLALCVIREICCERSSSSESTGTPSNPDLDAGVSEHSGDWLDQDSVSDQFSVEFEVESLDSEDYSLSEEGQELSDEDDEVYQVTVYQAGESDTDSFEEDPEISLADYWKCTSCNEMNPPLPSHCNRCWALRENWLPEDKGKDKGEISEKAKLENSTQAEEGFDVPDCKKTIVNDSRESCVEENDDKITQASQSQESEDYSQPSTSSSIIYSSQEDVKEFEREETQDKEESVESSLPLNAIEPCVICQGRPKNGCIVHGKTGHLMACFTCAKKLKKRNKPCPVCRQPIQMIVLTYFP
#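 Assay system: stable mammalian line carrying autodegrading MDM2–luciferase fusion reporter; amount: 2000 cells seeded into each well; buffer or medium: DMEM; benchmarks: plate control and blank wells; signal: luciferase luminescence; timing: 2 h compound exposure at 37 °C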
# Tb hexokinase: Trypanosoma brucei hexokinase 1 inhibitors, primary screen, biochemical, G6PDH-coupled NADH absorbance, MLSCN library | recombinant TbHK1, G6PDH-coupled NADH A340 | inhibition, % at 10 µM | 220,000 tested, 0.11% active;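 active = inhibition of 50% or more in the single-dose primary screen; inactive = inhibition below 50%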
# Hck Nef HTS: inhibitors of Nef-activated human Hck kinase, primary screen, biochemical, Z-Lyte FRET, 384-well, Hck-YEEI; 220,000 tested, 0.68% active; Recombinant Hck-YEEI plus Nef, Z-Lyte FRET kinase assay; Tyrosine-protein kinase HCK (Homo sapiens), P08631; AID 463187, 2010; inhibition, % at 20 µM;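 active = Hck-Nef kinase inhibition above about 50%, limit read from the data; inactive = inhibition below that limit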;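 also: 0% = DMSO with Hck plus Nef and 100% = Hck alone without Nef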
# Runt-CBFb FRET: inhibitors of RUNX1 Runt–CBFb binding, primary screen, biochemical, FRET, Cerulean-Runt, Venus-CBFb, uHTS. Cerulean-Runt/Venus-CBFb FRET ratio 530/480, 1 h. AID 1496, 2009. inhibition, % at 20 µM. 220,000 tested, 0.46% active. Runt-related transcription factor 1 (Homo sapiens) + Core-binding factor subunit beta …;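 active = inhibition over about 50% at 20 µM in the single-dose screen, limit read from the data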;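 also: 0% = DMSO wells and 100% = excess unlabeled CBFb competitor control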
#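 Measured by: fluorescence energy transfer, 422 nm excitation, 530/480 nm emission; Assay system: Cerulean-Runt domain; Medium: Tris pH 7.5 buffer with BSA; Measure: loss of energy transfer signal; Controls: 5 µM unlabeled CBFb as full-inhibition high control; Incubation: protein complex preformed 1 h, compound exposure 1 h, room temperature, dark.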
# Numbers without * were called inactive; . = no result given; [ ] = another dose, or the depositor's remark.
SMILES,p47phox inh,EBV gp42 block,14-3-3 Bad PPI,L929 necroptosis,Runt-SMMHC FRET,Mdm2 ligase inh,Tb hexokinase,Hck Nef HTS,Runt-CBFb FRET
CCc1c(C)nc(SCC(=O)Nc2c(C)n(C)n(-c3ccccc3)c2=O)[nH]c1=O,6,-6,-13,0.5,0,-1,-1,-1,0
COc1ccc(Br)cc1/C=C/C(=O)NCC(=O)O,1,-8,-8,0.4,3,-4,-14,24,0
CC1(C)Cc2c(sc3nc(-c4cccs4)n(N)c(=O)c23)CO1,-8,-7,-16[fluorescence artefact?],19,3,-16,-26,-3,-2
Cn1c2ccccc2c(=O)n2c(=O)c3ccccc3cc12,-3,1,12,-0.6,6,2,-17,1,1
CCCN1C(=O)c2cc(C(=O)NC3CCCCCC3)ccc2C1O (centres undefined),-2,-5,4,11,0,-18,2,18,2
CC(C)=CCN1CCNC(=O)C1CC(=O)NCc1nc(C)c(C)s1 (centres undefined),-7,-17,2,0.1,0,0,-11,-7,0
CCOC(=O)c1c(NC(=S)Nc2ccc(C)cc2)sc2c1CCC2,-15,1,-16,0.5,9,4,30,3,6
O=C(/C=C/c1ccc(Cl)cc1)N(c1ccccn1)C1CCCCC1,1,-15,-14,1.3,-3,-14,37,3,2
Cc1nc2c(-c3ccc(F)cc3)c(C)nn2c(C)c1CCC(=O)NC(C)CCc1ccco1 (centres undefined),-15,3,1[fluorescence artefact?],-0.3,-6,-20,-12,17,.
CCn1c(SCC(=O)NCc2cccs2)nnc1-c1cccs1,-8,-16,-1,0.4,0,-17,9,0,-1
C/C(=N\N1CCN(c2ccccc2)CC1)c1ccncc1,4,5,-11,0.6,2,-15,0,22,0
CCOC(=O)CSc1nc(C(C)(C)C)cc(C(F)(F)F)c1C#N,-6,0,7,0.1,-7,-20,-5,-1,-2
O=C(N/N=C/c1cccc(OC2CSC2)c1)c1ccccc1O,1,-2,7,0.0,-9,-15,-7,2,0
Cc1ccc(CNC(=O)c2cccc(-n3cnnn3)c2)cc1,-6,-1,11,-0.1,-4,-7,-6,2,2
CCn1nc(C)c(C2C(C#N)=C(N)Oc3n[nH]c(C)c32)c1C (centres undefined),-2,2,-11,0.5,1,-8,-12,-1,-3
O=C(Cc1ccccc1)NNC(=O)C1CCN(c2ncccn2)CC1,4,7,-6,1.8,0,-10,-6,21,-1
CN(C)c1ccc(NC(=O)CSc2nnc(-c3cccs3)n2Cc2ccco2)cc1,-5,-14,4,-0.2,-2,-10,-4,-11,6
Cc1cccc(N(C)S(=O)(=O)c2ccc3c(c2)NC(=O)CC(=O)N3)c1,-16,5,-1,-1.2,6,-15,5,-12,2
COC(=O)C1=C(C)N=C2SC(C#N)=C(N)N2C1c1ccc(OCc2ccccc2)cc1 (centres undefined),-21,-20,-12,-0.1,11,-7,-6,-2,-20
Cc1ccc(N(CC(O)CN2CCCC2)S(=O)(=O)c2ccccc2)cc1 (centres undefined),-14,-24,-4,0.8,1,4,-2,3,-2
Cc1ccc2c(C)c(C(=O)Nc3c(C)n(C)n(-c4ccccc4)c3=O)oc2c1C,-5,-7,-2,0.0,1,17,-2,3,-2
O=C(NNC(=O)c1cccnc1)Nc1ccc(Cl)c(Cl)c1,1,11,0,0.4,-1,-1,0,0,-2
CCOC(CC(=O)NNC(=O)c1c(-c2c(Cl)cccc2Cl)noc1C)OCC,-4,-7,2,-0.2,-6,-10,-2,10,1
Cc1ccc(-c2cc(-c3ccc(Cl)cc3)c(C#N)c(N)n2)o1,1,7,-7,-0.3,33,-11,3,16,34
Cc1cc2ccc3ccccc3c2cc1CN(C)C,-17,-14,-4,3.1,-4,-4,-3,11,1
# Next structures follow:
SMILES,p47phox inh,EBV gp42 block,14-3-3 Bad PPI,L929 necroptosis,Runt-SMMHC FRET,Mdm2 ligase inh,Tb hexokinase,Hck Nef HTS,Runt-CBFb FRET
COc1ccc(/C=[N+](\[O-])C2N(c3ccccc3)C(=S)SC2(C)C)cc1OC (centres undefined),-6,-8,-3,-0.4,2,-3,-9,1,-1
Cc1ccc(CNC(=O)CSc2nc3[nH]ncc3c(=O)[nH]2)cc1,2,3,5,0.0,4,-9,-7,-6,1
COC(=O)c1ccc(S(=O)(=O)N2CCN(C)CC2)n1C,-12,-20,-6,0.9,2,-19,-10,22,-1
COc1ccc(CCN(C(=O)C(F)(F)F)C(C(=O)NC2CCCC2)c2cccs2)cc1 (centres undefined),1,-12,-8,-0.1,3,-17,-4,0,-3
Cc1ccc(SCc2ccc(C(=O)N3CCCC3)cc2)cc1,-18,-1,-4,-0.6,-3,-4,2,10,-5
CC1=C(C(=O)OCC(C)C)C(c2cccs2)NC(=S)N1 (centres undefined),7,-27,6[fluorescence artefact?],0.0,2,-15,-7,1,8
CCSc1nnc(NC(=O)CSc2nc(CC)nc3c2c(=O)n(C)c(=O)n3C)s1,-5,-12,-6,0.7,2,-13,-3,11,2
Cc1ccc(-c2nn3c(C)nnc3c3ccccc23)cc1S(=O)(=O)N1CCN(CCO)CC1,12,10,-7[fluorescence artefact?],-0.3,1,-11,-1,2,-1
O=C(CN1CCCc2ccccc21)NC(=O)NCc1ccco1,-6,3,-3,0.1,-7,-10,1,0,-1
O=[N+]([O-])c1ccc(C2(O)CN(c3ccccc3)C3=[N+]2CCS3)cc1 (centres undefined),-1,-8,0,0.7,-14,-6,8,-29,-3
O=C(NCC(=O)N(Cc1ccco1)C(C(=O)NC1CCCC1)c1ccncc1)c1cccs1 (centres undefined),-1,-14,-1,-0.2,0,4,2,5,2
Cc1ccc(C)c(NC(=O)C2CC(=O)N(C(C)C)C2)c1 (centres undefined),-7,-14,-3[fluorescence artefact?],-0.5,-4,3,2,0,-1
COCCNC(=O)C1CC(c2ccc(F)cc2)=NO1 (centres undefined),-11,-23,2,-0.5,2,3,-9,9,1
CCCOC(=O)Cc1c(O)c2ccccc2[nH]c1=O,-23,-9,-10[fluorescence artefact?],0.2,2,-5,-11,0,-1
Cc1cc(NC(=O)c2cn(C3CCCCC3)c(=O)c3c2c2ccccc2n3C)no1,-9,-1,4,4.9,2,-5,-20,17,-6
O=C(Nc1nccs1)c1ccc(-c2cccc([N+](=O)[O-])c2)o1,-9,14,23,3.8,-16,-16,-11,41,-3
CC(C)Cn1c(/C=C/c2ccccc2)nc2ccccc21,-31,2,14,-0.3,2,-6,-18,2,-1
CCOC(=O)c1c(NC(C)=O)sc2c1CCC(C=O)=C2Sc1ccccc1,-19,-23,-3,-0.6,32,-12,-13,-2,53*
COc1cccc(/C=N/NC(=O)c2nc(-c3ccccc3)cc(-c3ccccc3)n2)c1O,-24,-7,-2,4.4,-4,.,-10,2,-2
COc1ccc(C(=O)NNC2=NCCCCC2)cc1,0,-13,0,-0.2,4,-11,-1,28,1
O=C(CN1c2ccccc2Sc2ccccc21)N/N=C/c1ccccc1,-7,-12,-1,2.5,0,4,-9,20,1
Cc1cc(C)cc(N(CCC#N)C(=O)CSC2=Nc3ccccc3C3CC=NN23)c1 (centres undefined),-1,8,-14,0.7,0,2,-4,23,-4
COc1c(C)cccc1C(=O)Nc1ccc(N2CCN(S(C)(=O)=O)CC2)cc1,1,-15,7[fluorescence artefact?],0.1,-1,-13,6,0,4
CCOc1ccccc1NC(=O)CSc1nnnn1Cc1ccccc1,-7,7,11,0.2,1,-2,6,-7,-1
COc1ccc(OCC(=O)Nc2cc(C)c(Cl)cc2OC)c([N+](=O)[O-])c1,-91,-24,-1,-0.3,0,-7,-6,4,-1
# Remaining list, next part.
SMILES,p47phox inh,EBV gp42 block,14-3-3 Bad PPI,L929 necroptosis,Runt-SMMHC FRET,Mdm2 ligase inh,Tb hexokinase,Hck Nef HTS,Runt-CBFb FRET
CCC(=O)Nc1cc(Cl)ccc1C(=O)O,-8,-29,36,0.2,1,-27,-7,0,-2
CC(=O)Nc1cc[n+](C(C)C(=O)c2ccc(Cl)cc2)cc1 (centres undefined),-1,-8,-8,1.7,0,-20,6,22,0
COc1cccc(-n2cnnn2)c1,-8,-10,2,-0.9,-9,-15,-4,0,-1
O=[N+]([O-])c1ccc(N2CCN(C(=S)Nc3ccc(F)cc3F)CC2)cc1,1,-13,-11,0.4,-6,3,-6,-5,-1
Cc1ccc(C(=O)NN2C(=O)C3C4C=CC(C4)[C@@H]3C2=O)cc1 (some centres undefined),0,-21,-3,0.9,-1,-5,0,22,0
Cc1cc(NS(=O)(=O)c2ccc(NC(=O)c3ccoc3C)cc2)nc(C)n1,-21,-3,-3[fluorescence artefact?],0.1,0,.,3,2,3
COc1ccc(-c2nc(-c3ccccc3)nc(Cl)c2C#N)cc1,-22,-7,13,0.4,-6,-4,-15,-2,-1
Cc1cccc(Cn2c(O)c(N=NC(=S)Nc3ccccc3F)c3ccccc32)c1,-7,-8,-15,0.9,-4,-6,-22,3,-3
O=C(CCC(=O)OCCCC(F)(F)C(F)(F)F)Nc1ccccc1,-9,-19,-1,-0.1,-6,-19,3,-1,-4
Cc1c(C(=O)OCC(=O)Nc2c(C)n(C)n(-c3ccccc3)c2=O)cccc1[N+](=O)[O-],-7,-24,-6,1.1,-2,-3,-5,18,0
O=C(O)COc1ccc(/C=C/c2nc3ccc([N+](=O)[O-])cc3s2)cc1,-18,-14,-1,1.5,-31,-12,-22,-49,-137
CCC(C)[C@H](NC(=O)NCc1ccccc1Cl)C(=O)O (some centres undefined),-17,-10,-8,1.6,0,-18,-5,1,0
Cc1nn(-c2ccccc2)c(N)c1-c1ccccc1,2,-13,-9,3.3,3,-22,-7,24,1
COCCCNC(=O)/C=C/c1c(Cl)cccc1Cl,-1,-3,-36[fluorescence artefact?],1.0,-1,-13,33,2,-4

# Bioassay records from PubChem.
